# Mcl1 Bid PPI – Mcl-1/Bid binding inhibitors, primary screen, biochemical, TR-FRET, 1536-well; Induced myeloid leukemia cell differentiation protein Mcl-1 (Homo sapiens), Q07820; TR-FRET Mcl-1/Bid-Dy647 peptide binding; inhibition, % at 21.7 µM; actives 0.97% (n = 220,000); AID 1021, 2008;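 active = compounds that cut the binding signal by more than half at the single screening dose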;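 note: His-tagged Mcl-1 with europium anti-His antibody binding Bid BH3 peptide; 0% = Mcl-1 plus peptide wells and 100% = peptide-only wells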
# Target sequence (Q07820 whole entry, looked up): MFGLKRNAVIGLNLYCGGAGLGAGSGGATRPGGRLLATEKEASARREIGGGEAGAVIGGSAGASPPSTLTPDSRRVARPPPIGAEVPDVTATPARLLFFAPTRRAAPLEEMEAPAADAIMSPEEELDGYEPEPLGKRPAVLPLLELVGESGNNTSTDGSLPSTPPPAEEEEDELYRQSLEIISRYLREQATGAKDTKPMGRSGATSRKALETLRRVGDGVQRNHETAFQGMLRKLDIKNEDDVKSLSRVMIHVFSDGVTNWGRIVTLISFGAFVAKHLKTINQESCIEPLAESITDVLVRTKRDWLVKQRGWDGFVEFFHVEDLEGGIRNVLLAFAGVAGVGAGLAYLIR
# Avidin fluor – green autofluorescence of compounds with avidin beads – biophysical, 488/530 nm, flow cytometry, artefact control, profiling panel | actives 0.38% (n = 220,000) | fluorescence (KMESF) at 10 µM | compound fluorescence 488/530 nm; stronger effect = higher value; in the data active = fluorescence above about 47; note: inactives centre near 10
# Pf gamet viab – late stage P. falciparum gametocyte viability inhibitors, primary screen, ATP luminescence, HTS; AID 743093, 2013; inhibition, % at 10.9 µM; actives 0.065% (n = 150,000); P. falciparum stage V gametocytes, 24 h;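 active = inhibition above the mean plus 3 SD of compounds within the control limits, set per campaign, cut at about 38% in these data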;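 note: 0% = DMSO wells and 100% = medium only without gametocytes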
# Cdc42 wt GTP – modulators of GTP binding to wildtype Cdc42, primary screen, biochemical, multiplex bead flow cytometry, Bodipy-GTP; Cell division control protein 42 homolog (Homo sapiens), P60953; GST-Cdc42 beads; actives lie on both sides; percent activity (GTP binding), % at 10 µM; actives 0.2% (n = 190,000);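 active = percent activity GTP binding at least 20 points away from the 100% baseline, either down as inhibitor or up as activator; inconclusive = compound flagged as likely green fluorescent from well-wide comparison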;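 note: median bead fluorescence of bound Bodipy-FL-GTP at 100 nM; 0% = excess unlabeled GTP control and 100% = no compound control; below 100% means less GTP binding so inhibitor and above means activator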
# Target sequence (P60953 whole entry, looked up): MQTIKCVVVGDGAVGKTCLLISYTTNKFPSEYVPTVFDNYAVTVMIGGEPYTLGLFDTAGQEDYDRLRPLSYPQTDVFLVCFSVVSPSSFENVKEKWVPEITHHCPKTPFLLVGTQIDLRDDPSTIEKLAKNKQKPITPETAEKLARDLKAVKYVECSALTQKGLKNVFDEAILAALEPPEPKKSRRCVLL
# Mcl1-Noxa inh – Mcl-1/Noxa binding inhibitors, primary screen, biochemical, TR-FRET, 1536-well; actives 1.5% (n = 220,000); Induced myeloid leukemia cell differentiation protein Mcl-1 (Homo sapiens), Q07820; TR-FRET Mcl-1/Noxa peptide binding, 2 h; AID 1022, 2008; inhibition, % at 21.7 µM;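 active = compounds that cut the protein-peptide binding signal by more than 50% relative to plate controls in a single-dose test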;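 note: His-tagged Mcl-1 with rhodamine Noxa BH3 peptide and terbium anti-His antibody; 0% = Mcl-1 plus Noxa peptide wells and 100% = peptide-only wells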
# Rac1 mut GTP – GTP binding modulators of activated mutant Rac1, primary screen, biochemical, bead-based flow cytometry, multiplex, fluorescent GTP | Ras-related C3 botulinum toxin substrate 1 (Homo sapiens), P63000 | GST-Rac1 activated beads; actives lie on both sides; 100% means binding = to untreated wells | percent activity (GTP binding), % at 10 µM | actives 0.11% (n = 190,000);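 active = GTP binding at least 20 percentage points away from the 100% baseline, in either direction, so actives lie on both sides; inconclusive = Compound likely fluorescent itself, or too few beads counted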
# Rab2 wt GTP – modulators of GTP binding to Rab2A wildtype, primary screen, biochemical, dog, bead-based flow cytometry, multiplex | Ras-related protein Rab-2A (Canis lupus familiaris), P61105 | GTP binding activity, % at 10 µM | actives 0.19% (n = 190,000) | GST-Rab2 wt beads, Bodipy-GTP binding;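 active = GTP binding activity at least 20 points away from 100%, either lowered or raised; inconclusive = signal likely due to the compound's own green fluorescence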;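 note: 0% = beads with excess unlabeled GTP and 100% = no-compound control corrected for plate trend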
# HRas wt GTP – modulators of GTP binding to HRas wildtype, primary screen, biochemical, bead-based flow cytometry, multiplex; AID 759, 2007; actives 0.14% (n = 190,000); GTPase HRas (Homo sapiens), P01112; GST-Ras wt beads, Bodipy-FL-GTP binding; actives lie on both sides; GTP binding activity, % at 10 µM;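 active = GTP binding activity at least 20% away from the 100% baseline, either lowered as inhibitor or raised as activator; inconclusive = flagged as likely green fluorescent, judged across all proteins in the well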;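 note: 0% = unlabeled GTP competition control and 100% = no-compound control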
# Target sequence (P01112 whole entry, looked up): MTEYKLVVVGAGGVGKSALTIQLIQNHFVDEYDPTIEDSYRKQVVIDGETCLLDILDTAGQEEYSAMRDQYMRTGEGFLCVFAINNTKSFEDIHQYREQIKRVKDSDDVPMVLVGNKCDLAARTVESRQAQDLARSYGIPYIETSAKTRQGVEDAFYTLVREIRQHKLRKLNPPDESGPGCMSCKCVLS
# Rab7 wt modul – modulators of GTP binding to Rab7, primary screen, biochemical, wildtype, multiplex bead flow cytometry; GTP binding activity (percent of control), % at 10 µM; actives 0.055% (n = 190,000); GST-Rab7 beads, fluorescent GTP binding; actives lie on both sides; untreated = 100%, excess cold GTP = 0%;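 active = fluorescent GTP binding to Rab7 beads changed by at least 20 points from the 100% baseline, either direction, mostly lower; inconclusive = compound itself probably fluorescent, or too few beads counted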;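 note: median green fluorescence of bound Bodipy-FL-GTP per Rab7 bead population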
# Bim-Mcl-1 – inhibitors of Bim peptide binding to Mcl-1, primary screen, biochemical, bead-based flow cytometry, multiplex; inhibition, % at 10 µM; actives 0.1% (n = 190,000); Bim peptide-Mcl-1 binding; Induced myeloid leukemia cell differentiation protein Mcl-1 (Homo sapiens), Q07820; in the data active = inhibition above about 40%;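 note: 0% = no compound tracer wells and 100% = peptide blocker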
# Rac1 wt modul – wildtype Rac1 GTP binding modulators, primary screen, biochemical, GST-Rac1 beads, flow cytometry, multiplex; fluorescent GTP binding; actives lie on both sides; 0 = cold GTP competed, 100 = untreated; GTP binding activity (% of control), % at 10 µM; actives 0.27% (n = 190,000); AID 757, 2007;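 active = GTP binding activity at least 20 points away from the 100% control level, either lower or higher; inconclusive = compound flagged as likely green fluorescent, judged across all proteins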
# * = called active by the depositor; ? = inconclusive; / = not tested or not shown. Outcome played no part in choosing rows; overall some 2.7% were active at least once.
SMILES,Mcl1 Bid PPI,Avidin fluor,Pf gamet viab,Cdc42 wt GTP,Mcl1-Noxa inh,Rac1 mut GTP,Rab2 wt GTP,HRas wt GTP,Rab7 wt modul,Bim-Mcl-1,Rac1 wt modul
CCOc1ccc(S(=O)(=O)N(C)c2ccc(OCC(=O)Nc3nc4ccccc4s3)cc2)cc1,5,23,-2,102,3,99,99,99,96,0,105
CC1CCCC(NC(=O)CN2CCN(Cc3ccc(Cl)cc3)C2=O)C1C (configuration not stated),-27,12,12,103,-2,102,101,102,98,0,106
O=C(c1ccccc1)N(CCO)Cc1cc2cc3c(cc2[nH]c1=O)OCCO3,-9,12,12,97,8,97,95,98,93,-1,101
CCOc1cc(C(=O)OCC(=O)NC(C)c2ccccc2)ccc1OCC(=O)N1CCOCC1 (configuration not stated),-17,24,5,96,-2,99,97,97,100,0,99
O=C(NCc1nc2ccccc2[nH]1)C1=C[C@H](c2ccc(C(F)(F)F)cc2)C[C@H](OCc2ccc(CO)cc2)O1,-5,7,-7,94,-9,95,95,95,98,-2,94
CCc1ccc2c(CC(=O)Nc3nnc(C4CC4)s3)coc2c1,-16,10,/,109,13,102,107,106,104,0,105
CC1=CC(C)(C)Nc2ccc(C)cc21,-13,7,/,104,23,99,102,103,98,0,101
c1ccc(-c2nnc(CSc3nncs3)o2)cc1,-9,20,/,102,16,97,101,103,104,-1,108
Cc1nccn1CCCN1C(=O)OC2(CCCCC2)C1(C)O (configuration not stated),-7,8,2,103,1,97,98,101,100,0,104
Cn1nnc(NC(=O)c2ccc([N+](=O)[O-])cc2Cl)n1,-3,22,-32,101,3,99,102,103,107,-1,104
Cc1cccc(N(CC(=O)Nc2ccc(CC#N)cc2)S(C)(=O)=O)c1,-6,13,6,102,24,100,102,102,105,0,103
Cc1cc(NS(=O)(=O)c2ccc(NC(=S)NC(=O)c3ccc(F)cc3Cl)cc2)no1,-35,13,-49,95,2,96,94,97,91,-5,97
CCC(C)NS(=O)(=O)c1ccc(OCC(=O)Nc2ccc3c(c2)OCCO3)cc1 (configuration not stated),-20,13,/,103,18,100,100,102,106,-1,103
Cn1c(CN2CCCCC2)nc2cc(NC(=O)c3cccc(Br)c3)ccc21,-62,7,30,108,-25,103,103,103,103,2,108
Cc1ccc(C)c(NC(=O)c2ccccc2C(=O)c2ccccc2)c1,13,12,3,94,-6,96,99,99,107,0,101
S=C(NNc1nc(Nc2ccccc2)nc(N2CCCCC2)n1)NC1CCCCC1,-60,24,-21,82,-50,85,87,87,89,0,91
CCOC(=O)N1CCC(N2Cc3cccc(C(=O)NCc4ccc(OC)cc4)c3C2=O)CC1,-13,9,/,100,24,98,100,103,103,3,106
CCOC(=O)C(=O)Nc1ccccc1C(N)=O,-15,/,18,101,-7,100,99,100,96,0,107
COc1cc(NC(=O)N[C@H](C(=O)O)C(C)C)cc(OC)c1,-16,11,-6,97,1,96,102,101,104,0,99
CCOC(=O)CNS(=O)(=O)c1ccc(C(=O)O)cc1,-1,30,-5,?,16,?,?,?,?,0,?
CCC(C)(C)C1CCc2c(sc(NC(=O)c3ccoc3C)c2C(N)=O)C1 (configuration not stated),-12,8,/,100,6,98,98,99,98,1,104
Cc1ccc(CC(=O)OCCNC(=O)c2cccnc2)cc1,34,4,/,101,13,97,97,98,96,9,97
CC(C)c1ccc(NC(=O)COC(=O)COc2ccccc2)cc1,11,19,/,98,1,97,93,96,96,-1,99
CC(C)c1cc(CNC(=O)CC2C(=O)NCCN2CC2CCCCC2)on1 (configuration not stated),-33,1,/,97,-3,95,99,98,102,-3,99
Cc1csc(=O)n1CC(=O)OCc1cccc2ccccc12,3,23,4,97,-5,95,98,99,104,-3,99
O=C(c1ccccc1)N1CCN(S(=O)(=O)c2cccc(NS(=O)(=O)c3ccccc3)c2)CC1,0,6,-9,97,9,94,94,95,100,1,99
O=C1/C(=C/c2cccs2)CCC1C1CCCC1 (configuration not stated),-5,9,-6,104,6,97,104,101,104,0,103
COc1ccccc1NC(=O)C1=C(C)N(c2ccccc2)C(=S)NC1c1cccc(C(F)(F)F)c1 (configuration not stated),-72,5,23,100,-75,98,98,100,100,0,104
CCCC/S(CC1CC1(Cl)Cl)=N\S(=O)(=O)c1ccc(C)cc1 (configuration not stated),-10,4,/,95,-12,97,94,96,92,-3,100
CCc1ccc(-c2cc(C(=O)N/N=C/c3ccco3)[nH]n2)cc1,-21,6,9,95,-4,94,94,95,95,-4,99
CCSc1nc(N2CCCCC2)c2c(c1C#N)CCCC2,-1,14,/,102,5,97,100,102,99,-1,103
O=C(Nc1ccccc1C(F)(F)F)c1ccccn1,-5,15,-2,97,8,94,96,94,91,-2,98
CC(C)(C)c1cc(OC(=O)c2ccncc2)ccc1O,-16,7,/,104,19,101,100,101,92,-3,104
O=C(CCCSc1nc2ccccc2s1)NCc1ccc2c(c1)OCO2,7,5,-6,97,9,96,95,97,101,-2,96
Cc1ccc(C(=O)NCCc2nnc3ccc(SCC(=O)Nc4ccc(C)cc4C)nn23)cc1,-11,12,-18,100,3,100,100,101,101,-6,104
Cc1ccc(NC(=O)C2CCCN(S(=O)(=O)c3c(C)noc3C)C2)cc1F (configuration not stated),-21,15,-14,98,-3,97,98,98,94,-5,95
COc1cc(/C=N/NC(=O)c2ccc(CSc3nncn3C)cc2)ccc1OCC(=O)N1CC(C)OC(C)C1 (configuration not stated),-1,26,11,98,4,95,94,94,95,-1,100
CCN1C(=O)c2cccc3c(NC(=O)c4ccc5c(c4)OCCO5)ccc1c23,3,4,/,105,10,99,105,105,102,0,108
COc1ccc(CCNC(=O)Cn2c(=O)n(CC3CCCO3)c(=O)c3cc(OC)c(OC)cc32)cc1OC (configuration not stated),-17,10,-15,94,6,96,93,94,98,-1,96
COc1ccc(-c2noc(-c3cc(Cl)ccc3Cl)n2)cc1OC,9,15,/,102,-2,99,101,102,103,-2,102
COc1ccccc1Cn1cnc2cccnc21,-42,8,-1,104,-20,101,100,103,102,-136,108
COC(=O)c1cccc(C(=O)Oc2cccc(Br)c2)n1,-3,23,-4,94,7,96,96,95,98,2,94
CCCOc1ccc(N2CC(C(=O)Nc3ncccc3C)CC2=O)cc1 (configuration not stated),-10,7,9,102,-16,99,101,100,98,-5,101
CSc1ncccc1C(=O)OCC(=O)N1CCOCC1,-32,4,/,?,-5,?,?,?,?,2,?
COc1ccccc1CNC(=O)CC(C)C,-2,32,/,101,0,99,101,100,99,-4,103
COc1ccc(CC(=O)Nc2ccc(C(=O)O)cc2NC(=O)Cc2ccc(OC)cc2)cc1,-5,12,-13,93,16,96,96,94,98,2,96
CCC(C(=O)Nc1cccc(C(F)(F)F)c1)c1ccccc1 (configuration not stated),5,9,/,100,1,95,94,97,96,-4,99
CCOC(=O)c1cc(NC(=O)c2ccc(C)cc2)c(=O)oc1-c1ccccc1,17,11,6,98,15,99,100,102,102,-7,103
CC1CN(C(=O)CSc2nnc3c(Cl)cc(Cl)cn23)CC(C)O1 (configuration not stated),-19,9,-12,100,-1,101,98,99,96,2,101
Cc1cc(C(=O)CSc2nn3c(=O)c(C(C)(C)C)nnc3s2)c(C)n1-c1ccc(F)cc1,-43,5,/,95,-10,97,97,95,95,1,97
Cc1ccc(NC(=O)c2ccc(Cn3cc([N+](=O)[O-])cn3)cc2)c(C)c1,-16,3,8,98,0,100,99,100,99,-1,102
C(=N\Nc1ncnc2nc[nH]c12)/c1cccs1,-43,10,5,91,14,90,94,94,99,-1,90
O=C(CN1CCN(c2ccccc2O)CC1)NC(=O)NCc1ccco1,-18,44,/,?,13,?,?,?,?,-7,?
CCOC(=O)c1c(NC(=O)CN2C(=O)NC3(CCCCCC3)C2=O)sc(C)c1-c1ccc(C)cc1,-31,2,24,104,-38,103,103,103,106,-1,102
CCOc1[nH]n(-c2ccccc2)c(=O)c1C=Nc1ccc(C(=O)OC)cc1,7,12,3,98,18,93,98,98,100,-1,101
CCn1c(-c2ccccc2Cl)nn(CC(=O)Nc2cc(Cl)ccc2Cl)c1=S,-15,14,/,99,-7,96,101,100,102,-6,100
NC(=S)n1[nH]c(-c2ccccc2)c(N=Nc2ccccc2C(=O)N2CCOCC2)c1=O,-44,14,-3,94,35,96,99,101,105,0,99
CCOc1ccccc1C(C(=O)NC1CCCC1)N(Cc1ccco1)C(=O)CNC(=O)c1ccco1 (configuration not stated),-2,4,8,98,-6,101,99,97,99,-6,101
CC1=C(CC(=O)c2ccccc2)C(=O)c2ccccc2C1=O,-13,11,12,98,7,95,97,98,100,-2,103
CCCC[n+]1ccn(C2=C([O-])c3ccccc3C(=O)/C2=N\S(=O)(=O)c2ccc(Br)cc2)c1,-6,12,-7,101,22,99,99,100,100,-8,100

# (more compounds)
SMILES,Mcl1 Bid PPI,Avidin fluor,Pf gamet viab,Cdc42 wt GTP,Mcl1-Noxa inh,Rac1 mut GTP,Rab2 wt GTP,HRas wt GTP,Rab7 wt modul,Bim-Mcl-1,Rac1 wt modul
COc1ccc(CNc2nc3c(c(=O)n(Cc4ccc(Cl)cc4)c(=O)n3C)n2C)cc1,-39,37,-2,79*,-5,80,78*,82,85,0,83
COC(=O)NCC(c1cccnc1)N1CCOCC1 (configuration not stated),-15,18,/,99,-16,96,96,95,93,8,99
CCc1ccc(/C=N/NC(=O)c2cc(C3CC3)nc3ccc(Br)cc23)s1,-12,8,/,101,-10,97,101,101,99,0,99
O=C(COC(=O)c1ccccc1-c1nc2ccccc2s1)Nc1ccccc1C(F)(F)F,-20,6,-29,98,-4,99,102,101,100,-3,105
NC(=O)c1sc2nc(N3CCOCC3)c3c(c2c1N)CCCC3,-28,10,/,99,21,98,95,95,98,0,99
O=c1[nH]c2cccnc2n1Cc1ccco1,-15,3,/,93,4,92,94,94,97,-5,94
COc1ccc(C2N(c3ccccc3)CCN2c2ccccc2)cc1O,-22,13,-18,99,15,96,100,100,100,-8,103

# High-throughput results as filed in PubChem BioAssay.
